FLuc modulator: inhibits or activates purified firefly luciferase, miR-21 counter-screen; P08659; purified FLuc, Km substrates, luminescence inhibition; Potency, µM (highest dose often 57.5 µM), for the others: top-dose activity change, negative = inhibition, hits mostly inhibitors; actives 6.9% (n = 360,000); AID 588342;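 also: plate controls were vehicle for no effect and reference inhibitor for full effect; nearly all actives have a fitted effect of over 55% in size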
Target sequence (P08659 whole entry, looked up): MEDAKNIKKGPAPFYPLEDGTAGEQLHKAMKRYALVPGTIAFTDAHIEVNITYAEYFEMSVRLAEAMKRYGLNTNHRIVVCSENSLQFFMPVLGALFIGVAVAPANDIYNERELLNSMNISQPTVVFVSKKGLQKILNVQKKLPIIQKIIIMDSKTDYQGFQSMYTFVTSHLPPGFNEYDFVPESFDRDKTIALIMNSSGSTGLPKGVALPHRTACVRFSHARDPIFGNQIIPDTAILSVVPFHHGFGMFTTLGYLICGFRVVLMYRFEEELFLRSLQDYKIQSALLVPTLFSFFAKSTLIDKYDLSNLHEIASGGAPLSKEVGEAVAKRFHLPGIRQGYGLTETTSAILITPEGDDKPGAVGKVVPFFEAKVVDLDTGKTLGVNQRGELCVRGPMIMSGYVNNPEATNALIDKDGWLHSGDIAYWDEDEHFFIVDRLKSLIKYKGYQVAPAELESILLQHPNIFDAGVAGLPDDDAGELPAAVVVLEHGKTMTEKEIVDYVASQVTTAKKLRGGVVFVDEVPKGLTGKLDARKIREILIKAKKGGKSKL
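Purified P. pyralis luciferase, 10 nM final, with Km-level 10 uM D-luciferin and 10 uM ATP in 50 mM Tris acetate pH 7.5, 10 mM Mg acetate, 0.01% Tween-20, 0.05% BSA; 6-point qHTS titration about 60 µM downward; luminescence read.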
BRCA1 expr act: activators of BRCA1 expression; MCF7-BRCA1-FFLuc reporter, luminescence, 48 h; response scale: scaled: vehicle 0%, 10 µM genistein 100%; Potency, µM (titrated, usually from 46.1 µM), for inactives: at the top dose activation, usual class: activators; actives 1.1% (n = 380,000); also: nearly all actives have a fitted effect of over 80% in size; some results filed as inactive show a strong effect at the top dose
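Luminescence from a BRCA1-driven firefly luciferase in MCF7 cells was read after 48 h compound exposure at 37 C. Data normalized against DMSO and a 10microM genistein activation control, then curve-fitted across the titration.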
NPC1 promoter act: NPC1 promoter activation. AID 485313. Potency, µM (top dose mostly 9.22 µM), for the others: top-dose activation, most hits filed as activators. Huh7 NPC1 promoter luciferase reporter, 24 h. actives 2.4% (n = 320,000);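 also: % of control where 0% means no effect; nearly all actives have a fitted effect of over 60% in size; reporter is driven by a mutant NPC1 promoter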
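NPC1 promoter–luciferase Huh7 cells; 24 h compound; luminescence.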
VP16 counter: Gal4-VP16 reporter inhibition counter-screen; Drosophila S2 Gal4-VP16 UAS-luciferase, luminescence, 20 h; Potency, µM (doses to about 53.6 µM), inactives show at the highest dose activity, negative = inhibition, most hits filed as inhibitors; actives 3.5% (n = 310,000);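 also: Gal4-VP16 expression switched on by copper sulfate through the metallothionein promoter; % is scaled to controls: 0 for no effect and ±100 for the full control effect; nearly all actives have a fitted effect of over 50% in size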
CXXC DNA block: MLL CXXC-DNA interaction inhibition. actives 0.037% (n = 290,000). MLL-CXXC / FITC-HOXA9 DNA fluorescence polarization. Q03164. Potency, µM (highest dose often 115 µM), for inactives: top-dose activity change, negative = inhibition, usual class: inhibitors. AID 2662; active = well fitted inhibition curve with a large enough effect in the polarisation, with a control signal flat, not every such curve was filed as active; inconclusive = small, poorly fitted or top-dose-only effect, or effect the other way, or a change in a side signal; inactive = no such curve, though single readings can be large or run the other way; the % refers to the polarisation
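Steps: dispense CXXC domain solution (7 uM) → pin compounds or unlabeled HOX-A9 DNA control → 5 min ambient → add FLSN-HOX-A9 solution (50 nM) → spin → 30 min ambient → fluorescence polarization. Tris pH 7.5/NaCl/DTT/BSA buffer.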
Rab9 prom act: activators of Rab9 promoter; Huh7 Rab9 promoter-luciferase reporter, luminescence, 24 h; Potency, µM (top dose mostly 9.22 µM), inactives show at the top dose activation, negative = inhibition, hits mostly activators; actives 2.8% (n = 320,000); AID 485297; also: % of control where 0% means no effect; nearly all actives have a fitted effect of over 60% in size
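Cells were plated at 1500 per well in reduced-serum medium with 10% FBS and left 2 h. Compound in DMSO was then added for 24 h at 37 °C. Reporter signal was read by luminescence after 10 min with luciferase detection reagent.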
p53 reactivator: mutant p53 re-activation in reporter cells; H1299 p53-A138V BP100-luciferase reporter, luminescence, 24 h; actives 0.063% (n = 320,000); Potency, µM (titrated, usually from 92.2 µM), for inactives: top-dose activity change, positive = activation, most hits filed as activators; also: % of control where 0% means no effect; nearly all actives have a fitted effect of over 45% in size
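p53-null H1299 cells stably carrying temperature-sensitive p53-A138V and a BP100-luciferase reporter were pinned with compounds (4-point, 1:5 series) and held 24 hrs at 37 deg C. Luminescence was read 10 min after detection reagent.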
MBNL1 CUG block: MBNL1-poly(CUG) RNA binding inhibition; Q9NR56; TR-FRET MBNL1-His/biotin-(CUG)12 binding, 665/545 ratio; Potency, µM (series often up to 57.5 µM), without a hit: at the top dose activity change, negative = inhibition, actives largely listed as inhibitors; actives 0.036% (n = 280,000); AID 2675; active = well fitted inhibition curve with a large enough effect in the signal ratio, with a control signal flat, not every such curve was filed as active; inconclusive = small, poorly fitted or top-dose-only effect, or effect the other way, or a change in a side signal; inactive = no such curve, though single readings can be large or run the other way; the % refers to the signal ratio; also: % is scaled to controls: 0 for no effect and ±100 for the full control effect
Target sequence (Q9NR56 whole entry, looked up): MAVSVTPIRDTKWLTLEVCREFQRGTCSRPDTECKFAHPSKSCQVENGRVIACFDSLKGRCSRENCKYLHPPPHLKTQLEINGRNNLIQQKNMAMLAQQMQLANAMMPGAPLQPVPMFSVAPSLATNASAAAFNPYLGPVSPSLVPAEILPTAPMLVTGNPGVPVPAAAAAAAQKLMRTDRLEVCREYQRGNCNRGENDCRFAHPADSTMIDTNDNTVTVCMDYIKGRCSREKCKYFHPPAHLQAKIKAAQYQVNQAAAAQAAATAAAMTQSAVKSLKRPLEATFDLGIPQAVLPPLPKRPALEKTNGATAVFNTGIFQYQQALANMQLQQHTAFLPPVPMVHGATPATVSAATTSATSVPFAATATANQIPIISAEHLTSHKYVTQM
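TR-FRET between His-tagged MBNL1 and biotin-(CUG)12 RNA, detected with Tb anti-His antibody (0.055 ng/ul) and streptavidin-XL665 (5 nM), 60 min at room temperature. Compounds titrated 92 nM to 58 uM; 665/545 nm ratio normalized to buffer and complex controls.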
RORgamma inh: inhibitors of mouse ROR gamma transcriptional activity | Potency, µM (series often up to 53.6 µM), for the others: top-dose activity change, negative = inhibition, most hits filed as inhibitors | AID 2551 | actives 5.4% (n = 310,000) | Drosophila S2 Gal4-RORgamma UAS-luciferase reporter, 20 h | P51450; also: % is scaled to controls: 0 for no effect and ±100 for the full control effect; nearly all actives have a fitted effect of over 60% in size
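In this cell-based reporter format, copper sulfate (700 uM final) drives Gal4–ROR gamma fusion expression from a metallothionein promoter in Drosophila Schneider cells; compounds preincubated 1 hr, reporter read after 20 hr at ambient temperature.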
ELG1 genotoxic: inducers of genotoxicity in HEK293T ELG1-luciferase cells; actives 1.3% (n = 330,000); Potency, µM (titrated, usually from 46 µM), for inactives: at the top dose activity change, positive = activation, actives largely listed as activators; HEK293T ELG1-luciferase reporter, luminescence, 16 h; also: % of control where 0% means no effect; nearly all actives have a fitted effect of over 60% in size
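Step 1: seed 2,000 HEK293T ELG1-luciferase cells per well. Step 2: add compound or DMSO, incubate 16 hr at 37 °C. Step 3: ONE-Glo, 30 min at room temperature, read luminescence.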
uPA surface inh: inhibitors of cell surface uPA generation. cell surface uPA generation assay, qHTS. Potency, µM (titrated, usually from 38.3 µM), inactives show at the highest dose activity change, negative = inhibition, usual class: inhibitors. actives 0.31% (n = 330,000); active = well fitted inhibition curve with a large enough effect; inconclusive = small, poorly fitted or top-dose-only effect; inactive = no such curve, though single readings can be large or run the other way; tested in mouse RAW 264.7 cells; also: % is scaled to controls: 0 for no effect and ±100 for the full control effect; nearly all actives have a fitted effect of over 55% in size
* marks the source's active call; other numbers are inactive results; ? = inconclusive; . = no result given; [ ] = another dose, or the depositor's remark. Unless noted, calls follow the shape of the dose curve; as a rule, active = well fitted curve in the direction sought with a large enough effect; inconclusive = small, poorly fitted or top-dose-only effect, or another doubt; inactive = no such curve, though single readings can be large; an effect the other way counts as inactive or inconclusive. Potency is read from the fitted curve at half-maximal effect.

no.	Compound	FLuc modulator	BRCA1 expr act	NPC1 promoter act	VP16 counter	CXXC DNA block	Rab9 prom act
1	CCc1nc(OCCN(CC)CC)c2oc3ccccc3c2n1	-12%	30%	-2%	18%	1%	-1%
2	COc1ccc(C(=O)N(C)C2CCCN(Cc3ccccc3F)C2)cc1OC (configuration not stated)	0%	8%	-2%	7%	2%	8%
3	O=C(NCc1ccc2c(c1)OCO2)C1CC(c2ccccc2O)=NO1 (configuration not stated)	-18%	3%	1%	9%	-2%	-1%
4	CC(C)NC(=O)/C=C/C(=O)O	-1%	3%	-4%	-7%	4%	-4%
5	CCn1c(=O)c(C(=O)NNC(=O)Cc2ccccc2)c(O)c2ccccc21	0%	-90%	0%	-22%	-3%	-4%
6	CC1CCCN(C(=O)CSc2nnc(-c3c[nH]c4ccccc34)o2)C1 (configuration not stated)	?	59%	1%	2%	1%	8%
7	CC(C)c1nnc(NC(=O)CCS(=O)(=O)c2ccccc2)s1	1%	-35%	-3%	-16%	8%	10%
8	CC1CCc2nc(NC(=O)CN3CCN(Cc4ccc5c(c4)OCO5)CC3)sc2C1 (configuration not stated)	5%	-52%	-2%	-22%	-3%	-22%

no.	p53 reactivator	MBNL1 CUG block	RORgamma inh	ELG1 genotoxic	uPA surface inh
1	5%	-11%	-5%	14%	1%
2	-3%	-6%	22%	1%	6%
3	-1%	-8%	-28%	2%	-4%
4	-4%	-9%	-10%	0%	3%
5	1%	-1%	13µM*	-2%	2%
6	23%	-6%	-2%	10%	-6%
7	?	-2%	10%	-9%	-1%
8	?	1%	-53%	-9%	-9%

More entries.
no.	Compound	FLuc modulator	BRCA1 expr act	NPC1 promoter act	VP16 counter	CXXC DNA block	Rab9 prom act
9	O=S(=O)(O)c1nnc2sc3ccccc3n12	-7%	-4%	0%	-4%	-7%	13%
10	O=C(CSc1nc(-c2ccccc2)nc2ccc(F)cc12)Nc1ccc(C(=O)O)cc1	?	5%	-8%	-7%	18%	1%
11	CCCN(CC(=O)Nc1ccccc1C)C(=O)c1ccc(S(=O)(=O)N2CCCCC2)cc1	7%	-5%	-6%	-2%	0%	-42%[inhibitor]
12	COc1ccc(CC(=O)Oc2ccccc2[N+](=O)[O-])cc1	-1%	-3%	2%	-5%	6%	0%
13	O=C(NCC(=O)N(c1cccnc1)C(C(=O)NC1CCCCC1)c1cccnc1)c1ccco1 (configuration not stated)	-1%	-2%	-1%	-8%[0.365 µM]	10%	-2%
14	Cc1cc2c([nH]c3ccccc32)c(C)n1	2%	-31%	-1%	-16%	11%	0%
15	CCN(CC)c1ccc(/C=N/NC(=O)OC)c(O)c1	11µM*	67%	20%	?	6%	28%
16	O=C(O)c1ccc(Cl)c(S(=O)(=O)NC(Cc2ccccc2)C(=O)O)c1 (configuration not stated)	-10%	-3%	3%	-14%	-11%	-3%

no.	p53 reactivator	MBNL1 CUG block	RORgamma inh	ELG1 genotoxic	uPA surface inh
9	-10%	-5%	0%	1%	1%
10	-7%	5%	9%	-1%	0%
11	13%	-3%	0%	2%	-3%
12	.	2%	-12%	2%	9%
13	-1%	-1%	0%	-2%	1%
14	.	14%	1µM*	2%	-9%
15	3%	?	?	16%	-13%
16	1%	-4%	11%	3%	3%

Rewritten field by field: four of the compounds above.
[7] CC(C)c1nnc(NC(=O)CCS(=O)(=O)c2ccccc2)s1
  FLuc modulator = 1% | BRCA1 expr act = -35% | NPC1 promoter act = -3% | VP16 counter = -16% | CXXC DNA block = 8% | Rab9 prom act = 10% | p53 reactivator = ? | MBNL1 CUG block = -2% | RORgamma inh = 10% | ELG1 genotoxic = -9% | uPA surface inh = -1%

[8] CC1CCc2nc(NC(=O)CN3CCN(Cc4ccc5c(c4)OCO5)CC3)sc2C1 (configuration not stated)
  FLuc modulator = 5% | BRCA1 expr act = -52% | NPC1 promoter act = -2% | VP16 counter = -22% | CXXC DNA block = -3% | Rab9 prom act = -22% | p53 reactivator = ? | MBNL1 CUG block = 1% | RORgamma inh = -53% | ELG1 genotoxic = -9% | uPA surface inh = -9%

[9] O=S(=O)(O)c1nnc2sc3ccccc3n12
  FLuc modulator = -7% | BRCA1 expr act = -4% | NPC1 promoter act = 0% | VP16 counter = -4% | CXXC DNA block = -7% | Rab9 prom act = 13% | p53 reactivator = -10% | MBNL1 CUG block = -5% | RORgamma inh = 0% | ELG1 genotoxic = 1% | uPA surface inh = 1%

[10] O=C(CSc1nc(-c2ccccc2)nc2ccc(F)cc12)Nc1ccc(C(=O)O)cc1
  FLuc modulator = ? | BRCA1 expr act = 5% | NPC1 promoter act = -8% | VP16 counter = -7% | CXXC DNA block = 18% | Rab9 prom act = 1% | p53 reactivator = -7% | MBNL1 CUG block = 5% | RORgamma inh = 9% | ELG1 genotoxic = -1% | uPA surface inh = 0%

Down the list, as entered above.
Entries 9–15 in VP16 counter: -4%, -7%, -2%, -5%, -8%[0.365 µM], -16%, ?
Entries 9–15 in ELG1 genotoxic: 1%, -1%, 2%, 2%, -2%, 2%, 16%

(more compounds)
no.	Compound	FLuc modulator	BRCA1 expr act	NPC1 promoter act	VP16 counter	CXXC DNA block	Rab9 prom act
17	O=C(CCN1CCCC1)Nc1ccccc1	2%[2.3 µM]	1%	1%	?	30%[activator]	0%
18	Cc1nc(-c2cc(-c3nc(-c4ccc(C(C)(C)C)cc4)no3)no2)cs1	?	-8%	-3%	0%	-7%	-12%
19	COc1ccc(NC(=S)NC(NC(=O)c2ccc(Cl)cc2Cl)C(Cl)(Cl)Cl)c([N+](=O)[O-])c1 (configuration not stated)	4%	-48%	-1%	-20%	5%	-1%
20	COc1ccccc1N1CCN(Cc2cc(=O)c(OCC(=O)NC(C)C)co2)CC1	2%	1%	-3%	-6%	6%	-5%
21	CCC/C(O)=C1\C(=O)CCCC1=NC(C)C(=O)O (configuration not stated)	2%	-3%	1%	-1%	-3%	0%
22	CC(=O)Nc1ccc(Nc2ncnc3ccccc23)cc1	-19%	.	18%	-11%	-1%	6%
23	COc1ccc(C(C(=O)NCCC(C)C)N(CCO)C(=O)c2snc(C(N)=O)c2N)cc1OC (configuration not stated)	3%	-10%	-6%	2%	-7%	5%
24	Cc1ccc(C(=O)O/N=C\c2ccc(N3CCOCC3)c([N+](=O)[O-])c2)cc1	?	0%	2%	2%	-1%	-2%

no.	p53 reactivator	MBNL1 CUG block	RORgamma inh	ELG1 genotoxic	uPA surface inh
17	-5%	8%	-2%	0%	1%
18	4%	.	0%	-9%	16%
19	8%	?	?	-21%	-9%
20	-3%	-3%	-9%	-3%	4%
21	10%	-9%	-2%	1%	8%
22	5%	2%	36%	2%	.
23	9%	3%	-2%[1.91 µM]	-5%	21%
24	7%	10%	-5%	2%	-2%

(cont.)
no.	Compound	FLuc modulator	BRCA1 expr act	NPC1 promoter act	VP16 counter	CXXC DNA block	Rab9 prom act
25	FC(F)(F)c1ccc(Sc2n[nH]c(C(F)(F)F)n2)nc1	-3%	0%	-3%	1%	-2%	?
26	COC(=O)[C@@H](NC(=O)Nc1ccc(OC(F)(F)F)cc1)C(C)C	6%	0%	-1%	?	-5%	1%
27	COc1cc(C(C(=O)NC2CCCC2)N(C(=O)c2snc(C(N)=O)c2N)c2ccccc2)cc(OC)c1OC (configuration not stated)	0%	-14%	-3%	-16%	14%	4%
28	NC(=O)CC(NC(=O)c1ccccc1)c1ccc(N2CCN(c3ccccn3)CC2)c([N+](=O)[O-])c1 (configuration not stated)	0%	-8%	-4%	-4%	1%	2%
29	O=C(CCSCc1ccccc1Cl)NCc1ccco1	?	-3%	1%	2%	1%	-6%
30	Cc1ccc(S(=O)(=O)NNc2nnc(C)c(=O)[nH]2)cc1	-1%	-1%	-1%	3%	4%	-3%
31	Cc1ccc(C(=O)c2c3ccccc3[n+]([O-])n2CCC(N)=O)cc1	?	10%	-11%	-2%	2%	-2%
32	Oc1ccc(/C=N/n2c(COc3ccccc3)n[nH]c2=S)c(O)c1	-7%	-7%	-9%	-2%	-2%	-7%
33	CC(C)CCCN1CCN=C1N(C)C	0%	3%	1%	-2%	6%	5%
34	Cc1cc([N+](=O)[O-])nn1CCCC(=O)NCc1ccc(F)cc1	-1%	-6%	-26%	-1%	4%	0%

no.	p53 reactivator	MBNL1 CUG block	RORgamma inh	ELG1 genotoxic	uPA surface inh
25	-1%	.	22%	-11%	0%
26	7%	10%	5%	2%	1%
27	-2%	1%	-10%	-8%	3%
28	7%	?	-2%	-2%	12%
29	-2%	0%	-12%	28%	-4%
30	8%	-1%	-36%	4%	2%
31	.	?	21%	5%	18%
32	-2%	6%	-33%	3%	9%
33	12%	-2%	-13%	0%	-1%
34	7%	.	-11%	1%	0%

A portion of the library, so the mix of outcomes need not match the whole.
